S3 lipid droplet = qHTS Assay for Lipid Storage Modulators in Drosophila S3 Cells. AID 2685. lipid storage change, negative = inhibition, % at the top dose, mostly 46.1 µM; hits show Potency in µM. 0.64% of 320,000 active. Drosophila S3 cells, BODIPY lipid droplet fluorescence, 18-24 h; cells fed with added oleic acid; active = well fitted inhibition curve with a large enough effect in the signal ratio, with a control signal flat, not every such curve was filed as active; inconclusive = small, poorly fitted or top-dose-only effect, or effect the other way, or a change in a side signal; the % refers to the signal ratio
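Drosophila S3 cells got compounds at several concentrations plus oleic acid (400 uM solution). Laser-scanning cytometry with 488 nm excitation read lipid droplets at 500-530 nm and cells at 575-640 nm. Percent activity was relative to 20 uM Triacsin C.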
S3 lipid droplet cell count max = further read-out of S3 lipid droplet, marked with its call; cell number change, %; measured here: cell count max response;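 cells counted by Cell Tracker Red CMTPX staining in the red channel; peak over a dose series mostly up to 46.1 µM; percent activity relative to internal control wells on each plate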
Starred values were filed as active, the others as inactive; i = inactive; ? = inconclusive; nt = no result given; [ ] = dose if it differs, or a comment. % is scaled to controls: 0 for no effect and ±100 for the full control effect; potency is read from the fitted curve at half-maximal effect. These rows are one share of the data; the hit share may differ from the screen's.

Compound | S3 lipid droplet | S3 lipid droplet cell count max
CC(=O)c1cc(Cl)ccc1OC(=O)c1ccco1 | -16% | -4
COc1ccc(CSc2nnnn2-c2ccc(C(=O)O)cc2)cc1 | ? | nt
O=C(CN1CCN(S(=O)(=O)c2ccccc2[N+](=O)[O-])CC1)NC(=O)NCc1ccco1 | ? | nt
CCOc1ccc(S(=O)(=O)N2CCN(CC)CC2)cc1NC(=O)c1ccccc1F | ? | nt
CC(=O)N1CCCN(Cc2nc(C3(c4ccc(C)cc4)CCCC3)no2)CC1 | 4% | 0
COc1ccccc1NC(=O)C1=C(C)Nc2nc(CCCO)nn2C1c1ccc2c(c1)OCO2 (stereo not drawn) | i | -3
Cc1nn(C)c(Oc2ccccc2)c1CCNS(=O)(=O)c1ccc(F)cc1 | i | nt
Cc1ccc(S(=O)(=O)CCC(=O)OCC(=O)NC(=O)c2ccccc2)cc1 | ? | nt
CC(=O)Nc1nnc(C)s1 | -1% | 9
CC1CCN(c2c(NCc3ccc(C(=O)NCCc4ccc(Cl)cc4)cc3)c(=O)c2=O)CC1 | 13% | -6
Cc1nnc(SCC(=O)N(C2CCCCC2)C2CCS(=O)(=O)C2)n1C (stereo not drawn) | ? | nt
CN(C(=O)c1ccc(OC2CCN(CCc3ccccc3)CC2)cc1)C1CCOC1 (stereo not drawn) | -1% | 15
CCOC(=O)C1CN(S(=O)(=O)c2cc(OC)ccc2OC)C1 | 1% | nt
CN(C(=O)CC1C(=O)NCCN1Cc1ccoc1)C1CCOCC1 (stereo not drawn) | -8% | 1
CC1CCCC(C)N1C(=O)COC(=O)CNC(=O)c1ccccc1 (stereo not drawn) | ? | nt
CCCNC(=O)c1ccc2c(c1)ncn2-c1cc(C)cc(C)c1 | -9% | 4
CCOC(=O)c1c(C)[nH]c(C(=O)OCc2ccc([N+](=O)[O-])cc2)c1C | ? | nt
OC1COC(OCc2ccccc2)C(O)C1O (stereo not drawn) | -6% | 11
Cc1ccsc1/C=C1\SC(N2CC(C)OC(C)C2)=NC1=O (stereo not drawn) | ? | nt
Cn1cc(Cl)c(C(=O)NC(=S)Nc2sc3c(c2C#N)CCCCC3)n1 | ? | nt
CCC(=O)Oc1oc(-c2ccccc2)nc1C=Nc1ccc(C)cc1 | 8% | 13
CN(Cc1cccs1)C(=O)CN1C(=O)c2ccccc2S1(=O)=O | ? | nt
Cc1ccc(-c2n[nH]c(=O)c3ccccc23)cc1S(N)(=O)=O | i | 20
O=C1CC(=O)NC(SCC(=O)Nc2ccccc2[N+](=O)[O-])=N1 | ? | nt
Cc1cc(NC(=O)c2cccc(S(=O)(=O)N3CCCC3)c2)no1 | ? | nt
O=C(O)CCN1C(=O)c2ccc(NC(=O)c3ccco3)cc2C1=O | ? | nt
CC(=O)C1=C(C)NC(=O)NC1c1cc(Br)ccc1OCC#N (stereo not drawn) | 2% | -6
Cc1cc(-c2cccs2)nc(-n2cccc2)n1 | ? | nt
CC(C)C(=O)Nc1ncc2c(n1)CC(c1cccs1)CC2=O (stereo not drawn) | -1% | 4
Nc1nc(C(=O)N2CCOCC2)nn1S(=O)(=O)c1ccc(Cl)cc1 | ? | nt

Random excerpt: 6 compounds from above.
Compound | S3 lipid droplet | S3 lipid droplet cell count max
Cn1cc(Cl)c(C(=O)NC(=S)Nc2sc3c(c2C#N)CCCCC3)n1 | ? | nt
Cc1cc(NC(=O)c2cccc(S(=O)(=O)N3CCCC3)c2)no1 | ? | nt
CN(Cc1cccs1)C(=O)CN1C(=O)c2ccccc2S1(=O)=O | ? | nt
CCCNC(=O)c1ccc2c(c1)ncn2-c1cc(C)cc(C)c1 | -9% | 4
CC(=O)C1=C(C)NC(=O)NC1c1cc(Br)ccc1OCC#N (stereo not drawn) | 2% | -6
Nc1nc(C(=O)N2CCOCC2)nn1S(=O)(=O)c1ccc(Cl)cc1 | ? | nt

Further records follow.
Compound | S3 lipid droplet | S3 lipid droplet cell count max
COc1ccccc1C(=O)NNC(=O)c1csc(N2CCOCC2)n1 | 5% | 17
COC(=O)[C@@H](Cc1c[nH]c2ccccc12)NC(=O)CCC(=O)c1ccc(Br)cc1 | 16% | -22
O=C(CSc1n[nH]c(-c2ccncc2)n1)Nc1ccccc1Cl | ? | nt
O=c1c2ccccc2c(-c2ccccc2)nn1Cc1c(Cl)cccc1Cl | i | nt
OC(COCc1cccs1)CN1CCN(c2cccc(C(F)(F)F)c2)CC1 (stereo not drawn) | ? | nt
CCOC(=O)c1ccc(-n2c(O)c(/C=N/NC(=O)C3COc4ccccc4O3)c3ccccc3c2=O)cc1 (stereo not drawn) | 12% | -3
C/C=C/C(=O)Nc1cccc(C2=NOC3(C2)C[C@@H](C(N)=O)N(C(=O)C(c2ccccc2)c2ccccc2)C3)c1 (stereo partly drawn) | 5% | 11
CCCCN1C(=O)/C(=C2\SC(N3CCOCC3)=NC2=O)c2ccccc21 | 8.2µM* | -1.7*
C=CCOc1ccccc1CN1CCC(Oc2ccc(C(=O)N3CCCCC3)cc2)CC1 | -14% | -5
O=C(NCc1ccco1)C1CC(=O)N(c2cccc(Cl)c2)C1 (stereo not drawn) | ? | nt
CCOc1ccc(NC(=O)CSc2nnc(COc3c(C)cccc3C)o2)cc1 | ? | nt
COc1cc(O)c(C(C)=O)cc1OC | -1% | 1
CCN1CCN(C(=S)Nc2cccc(Cl)c2)CC1 | -13% | -10
CCCc1cc(=O)oc2cc(C)c3c(C)coc3c12 | ? | nt
CC(C)NCc1nnc(-c2ccccc2Cl)o1 | 2% | nt
Cc1ccc(CNC(=O)CCNS(=O)(=O)c2cccc3nsnc23)cc1 | -43% | -8
CCS(=O)(=O)N1Cc2ccccc2CC1C(=O)Nc1nnc(SCc2ccc(F)cc2)s1 (stereo not drawn) | 26% | nt
Cc1ccc(C)n1-c1sc2c(c1C#N)CCC(C)C2 (stereo not drawn) | 5% | -4
C/C(=N/NC(=O)c1ccoc1C)c1cccc(NC(=O)C2CC2)c1 | ? | nt
CCSc1nsc(SCC)c1C(N)=O | ? | nt
O=C1/C(=C\c2ccco2)SC(=S)N1C1CCS(=O)(=O)C1 (stereo not drawn) | 0% | 2
O=C(O)Cn1c(-c2ccccc2)cc2ccccc21 | i | 5
O=[N+]([O-])c1cccc(CN2C[C@@]34C=C[C@@H](C[C@@H]3S2(=O)=O)O4)c1 | ? | nt
Cc1nc2ccc(S(=O)(=O)NCC(=O)N3CCC(C)CC3)cc2s1 | 18% | -5
Cc1cc(SCC(=O)N(C)C2CCS(=O)(=O)C2)nc2c(C)cccc12 (stereo not drawn) | 4% | 18
CCOc1ccc(N(C)S(=O)(=O)c2cc(-c3cc(C)no3)ccc2OC)cc1 | ? | nt
CC(=O)Nc1ccc(NC(=S)NC(=O)c2cc3ccccc3o2)cc1 | i | nt
Cc1ccc(C2(c3ccc(C)cc3)CC2C(=O)NCc2cccnc2)cc1 (stereo not drawn) | ? | nt
O=C(N/N=C1\CCCc2ccccc21)c1ccc([N+](=O)[O-])cc1Cl | ? | nt
Cc1onc(-c2c(Cl)cccc2Cl)c1C(=O)NC(=S)N1CCOCC1 | ? | nt
Cc1nn(CC(=O)N2CCCC2)c(=O)c2cc3cc(F)ccc3n12 | ? | nt
CCN(CC(=O)Nc1ccc(NC(C)=O)cc1)C(=O)/C=C/c1cn(-c2ccccc2)nc1-c1ccc(C)cc1 | ? | nt
Cc1cc(C(=O)CN2C(=O)C(=O)N(C3CCCC3)C2=O)c(C)n1-c1ccc(F)cc1 | ? | nt
O=C(COC(=O)/C=C/c1ccco1)Nc1ccccc1 | ? | nt
Cc1ccc2c(CN(C)Cc3ccc(OC(F)F)cc3)cc(=O)oc2c1C | i | 10
CN(C)c1ccc(C2CC(=O)NC3=C2C(=O)CC(C)(C)C3)cc1 (stereo not drawn) | ? | nt
Cn1c(=O)c([N+](=O)[O-])c(NCc2ccc3c(c2)OCO3)c2ccccc21 | 22% | -1
COc1ccccc1C(=O)C1CCCN(C(=O)c2cccc(Cn3cccn3)c2)C1 (stereo not drawn) | ? | nt
CS(=O)(=O)NCCNc1ccc(Cl)cc1[N+](=O)[O-] | 1% | 1
O=c1c(Br)c(N2CCCCC2)cnn1-c1ccccc1 | 3% | 11
COc1cccc(C(c2sc3ncnn3c2O)N2CCc3ccccc3C2)c1 (stereo not drawn) | 9% | 5
COc1ccc(C(=N/O)/C(=N/O)c2ccc(OC)cc2)cc1 | 12% | 11
COc1cccc(CNC(=O)C2CCCN(S(C)(=O)=O)C2)c1 (stereo not drawn) | ? | nt
Cn1c(C=O)c(C#CC(C)(C)O)c2ccccc21 | ? | nt
COC(=O)c1ccccc1NC(=O)CSc1nnc(-c2cccc(NC(C)=O)c2)n1C | ? | nt
CCCCSCCCNC(=O)Nc1cccc(OC)c1 | -5% | -3
CCN1C(=O)CC(NC2CCN(C(=O)c3ccc(F)cc3)CC2)C1=O (stereo not drawn) | ? | nt
COc1cc(NC(=S)N2CCCC(C)C2)cc(OC)c1OC (stereo not drawn) | ? | nt
CC1(C)CC(=O)C=C(N2CCNCC2)C1 | ? | nt
CCOC(=O)c1cnc(C(C)(C)C)[nH]c1=O | 3% | 14
Cn1nnnc1SCC(=O)Nc1ccccc1-c1ccccc1 | ? | nt
N#Cc1c2n(c3c(=O)[nH]cnc13)CCCC2 | ? | nt
Cc1ccc2nc(Cl)c(CN(Cc3cccs3)C(=O)C3CC3)cc2c1 | ? | nt
CCc1cccc(C)c1NC(=O)COC(=O)C1CC(=O)N(CCc2ccc(OC)c(OC)c2)C1 (stereo not drawn) | -21%[0.0737 µM] | -18
C/C=C/c1ccc(OCCn2nnc3ccccc32)c(OC)c1 | -26% | 1
O=C(O)c1ccc2nc(C(F)(F)F)[nH]c2c1 | ? | nt
CCc1cc2cc(OC)ccc2nc1SCC(=O)Nc1cc(OC)c(OC)cc1C(=O)O | ? | nt
C/C(=N\NC(=O)C1CC1(C)c1ccccc1)c1ccco1 (stereo not drawn) | ? | nt
CCCCCCCNC(=O)CC(NS(=O)(=O)c1ccc(NC(C)=O)cc1)C(C)C (stereo not drawn) | ? | nt
C/C=C(/C)C(=O)O[C@@H]1c2c(ccc3ccc(=O)oc23)O[C@@H]1C(C)(C)OC(C)=O | -4% | -3

Further records follow:
Compound | S3 lipid droplet | S3 lipid droplet cell count max
CC(C)c1nc2ccc(Br)cn2c1NC1CCCC1 | ? | nt
CC1CCN(CCC(=O)Nc2nccs2)CC1 | -1% | 0
COc1ccc(CCNC(=O)c2ccc(CS(=O)(=O)Cc3cccc(C)c3)o2)cc1OC | i | -20
O=C1CCCN2N=C(SCC(=O)N3CCCCC3)SC2=N1 | -4% | 12
COc1ccccc1NC(=O)CCCC(=O)OCC(F)(F)C(F)F | ? | nt
CCn1c(SCC(=O)NC2CC2)nnc1-c1cccs1 | ? | nt
O=C(N/N=C/C=C/c1ccccc1)NC1CCCCC1 | ? | nt
COc1cc2c(cc1NC(=O)COc1ccccc1OC)oc1ccccc12 | ? | nt
CCOC(=O)CSc1nc(-c2ccccc2)nc2c1oc1ccccc12 | 9% | -1
Cc1ccc(C(=O)Nc2ccc3ccccc3n2)cc1 | 16% | -6
NC(=S)N/N=C/c1cn(-c2ccccc2)nc1-c1cccnc1 | ? | nt
CCC(C)NCCCCOc1ccc(Cl)cc1C (stereo not drawn) | 6% | -11
COc1cc(C(=O)NCC2CCCO2)ccc1OCc1ccc(Cl)cc1Cl (stereo not drawn) | -12% | -4
Cc1cc(/C([O-])=C(/C(=S)Nc2ccc(F)cc2)[n+]2ccccc2)c(C)n1Cc1ccccc1Cl | ? | nt
CC(NS(=O)(=O)c1ccccc1)C(=O)NCCc1ccccn1 (stereo not drawn) | 0% | 3

The closing 2 entries of the section before come first, to join the parts:
Compound | S3 lipid droplet | S3 lipid droplet cell count max
Cc1cc(/C([O-])=C(/C(=S)Nc2ccc(F)cc2)[n+]2ccccc2)c(C)n1Cc1ccccc1Cl | ? | nt
CC(NS(=O)(=O)c1ccccc1)C(=O)NCCc1ccccn1 (stereo not drawn) | 0% | 3
Cc1ccc(C(=O)NC2=NCCS2)cc1Cl | ? | nt
Fc1ccc2nc(Nc3ccccc3)sc2c1 | ? | nt
COc1ccccc1C(=O)Nc1ccc(N2CCCCC2)cc1 | 9% | -5
O=C(NNS(=O)(=O)c1ccccc1)c1ccc([N+](=O)[O-])cc1 | i | 4
Cc1nn(Cc2ccc(C(=O)N3CCN(C(=O)c4ccco4)CC3)o2)c(C)c1[N+](=O)[O-] | -20% | -3
COc1ccc(C(=O)NCCc2nnc(SCC(=O)Nc3ccccc3)n2C)cc1 | 4% | 10
COc1cccc(OCCNCc2ccccc2)c1 | ? | nt
O=C(ON=C1CCN(S(=O)(=O)c2ccccc2)CC1)c1ccccc1 | 3% | 3
C=CCNC(=O)/C(C#N)=C/c1cc(Br)ccc1OC | ? | nt
O=C(CCC(=O)NC1CCCCC1)N/N=C/c1ccncc1 | 2% | 24
O=C(NNC(=O)c1ccc(Cl)nc1)c1ccncc1 | 10% | 16
